# rat GALR2 agon: agonists of rat galanin receptor 2 (GALR2) | cell-based GALR2 agonist screen | activation, % at 10 µM | actives 0.5% (n = 16,000) | AID 833, 2007; in the data active means activation above about 15%
# Target sequence (O08726 whole entry, looked up): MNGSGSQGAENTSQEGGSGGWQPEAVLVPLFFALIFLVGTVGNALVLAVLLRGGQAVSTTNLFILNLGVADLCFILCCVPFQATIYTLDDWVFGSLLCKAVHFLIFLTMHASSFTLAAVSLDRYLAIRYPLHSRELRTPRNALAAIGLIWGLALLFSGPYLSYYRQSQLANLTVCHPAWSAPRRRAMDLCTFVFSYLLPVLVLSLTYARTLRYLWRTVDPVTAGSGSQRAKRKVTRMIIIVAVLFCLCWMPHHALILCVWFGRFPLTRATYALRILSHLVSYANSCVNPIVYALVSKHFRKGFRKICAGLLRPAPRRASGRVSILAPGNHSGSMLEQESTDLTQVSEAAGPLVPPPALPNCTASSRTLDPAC
# KOR antag MB: antagonists of human kappa opioid receptor OPRK1, Maybridge library | Kappa-type opioid receptor (Homo sapiens), P41145 | OPRK1 cells, antagonist mode, fluorescence readout | inhibition, % at 9 µM | actives 0.4% (n = 16,000); in the data active means inhibition above about 50%
# PME-1 Maybridge: inhibitors of human PME-1 in Maybridge library; recombinant PME-1, FP-Rh probe fluorescence polarization; actives 0.5% (n = 16,000); inhibition, % at 9 µM; in the data active means inhibition above about 30%
# NOTCH ag: agonists of NOTCH signaling | actives 0.4% (n = 15,000) | activation, % at 2.5 µM | NOTCH signaling luciferase reporter cells, luminescence | AID 434982, 2010; in the data active means activation above about 2.2%
# TLR4-MyD88 inh: inhibitors of human TLR4-MyD88 binding. Toll-like receptor 4 (Homo sapiens), O00206. Cell-based TLR4-MyD88 binding inhibition assay. inhibition, % at 10 µM. actives 0.06% (n = 16,000). AID 811, 2007; in the data active means inhibition above about 45%
# luminol inh ctr: counter-screen for Nox1 inhibitors: inhibitors of luminol chemiluminescence; AID 1823, 2009; inhibition, % at 6.7 µM; HRP/luminol/H2O2 chemiluminescence counterscreen; actives 0.4% (n = 16,000); further: reference of the scale not given here
# Nox1 inh: inhibitors of human NADPH oxidase 1 (Nox1) | Q9Y5S8 | HT29 cells, luminol chemiluminescence ROS | inhibition, % at 6.7 µM | actives 0.81% (n = 16,000) | AID 1792, 2009
# Target sequence (Q9Y5S8 whole entry, looked up): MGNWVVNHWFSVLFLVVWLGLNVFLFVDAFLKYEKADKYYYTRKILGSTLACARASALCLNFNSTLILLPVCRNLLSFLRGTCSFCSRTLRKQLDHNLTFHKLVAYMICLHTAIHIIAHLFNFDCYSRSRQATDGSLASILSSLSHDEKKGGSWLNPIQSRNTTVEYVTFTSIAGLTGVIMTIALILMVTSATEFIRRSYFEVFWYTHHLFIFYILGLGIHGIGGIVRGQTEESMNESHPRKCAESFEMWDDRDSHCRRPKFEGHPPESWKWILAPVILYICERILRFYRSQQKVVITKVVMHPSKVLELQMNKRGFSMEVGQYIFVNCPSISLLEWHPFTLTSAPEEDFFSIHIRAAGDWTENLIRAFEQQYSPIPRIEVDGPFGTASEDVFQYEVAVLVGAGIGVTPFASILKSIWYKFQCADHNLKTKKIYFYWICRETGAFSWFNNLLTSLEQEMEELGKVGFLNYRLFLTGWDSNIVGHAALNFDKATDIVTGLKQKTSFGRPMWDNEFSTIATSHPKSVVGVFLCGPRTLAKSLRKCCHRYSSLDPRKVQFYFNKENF
# S1P1 ag: activates the human S1P1 receptor; Sphingosine 1-phosphate receptor 1 (Homo sapiens), P21453; actives 1.5% (n = 16,000); activation, % at 4.5 µM; S1P1 agonist cell-based reporter assay; AID 1044, 2008; in the data active means activation above about 80%
# Numbers without * were called inactive; nt = not tested or not shown. Unless noted, no stated cut-off is given here; in the data, active means inhibition above about 75%; inactive means the rest.
Compound	KOR antag MB	S1P1 ag	Nox1 inh	PME-1 Maybridge	NOTCH ag	TLR4-MyD88 inh	luminol inh ctr	rat GALR2 agon
CCn1c(SCC(=O)O)nc2cc(Cl)c(Cl)cc21	19	-4	10	8	-0.2	-2	-6	-3
CC(C)(C)n1[nH]nnc1=S	6	3	-22	0	-0.1	8	-4	-5
Cc1nnsc1-c1n[nH]c(C)c1C(=O)N/N=C/c1c(Cl)cccc1Cl	-9	-1	-47	2	-0.3	-3	1	-6
Cc1nc(C(F)(F)F)ccc1C(=O)NNC(=O)c1cccs1	-8	-5	-7	-3	-0.5	4	4	-8
FC(F)(F)c1cccc(N=Cc2ccccc2)c1	-4	-14	-24	-2	0.1	13	0	-2
COc1ccc(-c2cc(-c3cccnc3)c3c(N)c(C(=O)c4ccc(Cl)cc4)oc3n2)cc1	-2	8	-14	12	-0.6	9	-1	4
Cc1ccc(NC(=O)Nc2ccc(C)cc2)cc1	15	16	2	0	-0.1	2	-7	-2
c1ccc(-n2ncnc2-c2csc(-c3ccncc3)n2)cc1	-2	45	-35	-1	-0.3	-5	0	-6

# One compound at a time (already shown):
# Shown for CCn1c(SCC(=O)O)nc2cc(Cl)c(Cl)cc21 : KOR antag MB = 19; S1P1 ag = -4; Nox1 inh = 10; PME-1 Maybridge = 8; NOTCH ag = -0.2; TLR4-MyD88 inh = -2; luminol inh ctr = -6; rat GALR2 agon = -3
# Shown for c1ccc(-n2ncnc2-c2csc(-c3ccncc3)n2)cc1 : KOR antag MB = -2; S1P1 ag = 45; Nox1 inh = -35; PME-1 Maybridge = -1; NOTCH ag = -0.3; TLR4-MyD88 inh = -5; luminol inh ctr = 0; rat GALR2 agon = -6
# Shown for Cc1nc(C(F)(F)F)ccc1C(=O)NNC(=O)c1cccs1 : KOR antag MB = -8; S1P1 ag = -5; Nox1 inh = -7; PME-1 Maybridge = -3; NOTCH ag = -0.5; TLR4-MyD88 inh = 4; luminol inh ctr = 4; rat GALR2 agon = -8

# The listing continues:
Compound	KOR antag MB	S1P1 ag	Nox1 inh	PME-1 Maybridge	NOTCH ag	TLR4-MyD88 inh	luminol inh ctr	rat GALR2 agon
Cc1[nH]n(C)c(=O)c1C(=O)c1c(-c2c(Cl)cccc2Cl)noc1C	3	6	18	3	-0.6	-1	1	-6
COC(=O)c1ccncc1C(=O)O	15	-6	-7	-16	-0.2	-1	-4	-5
Cn1c2c(c(=O)n(C)c1=O)C(c1ccc(Cl)cc1)C(C#N)=C(N)O2 (stereo unspecified)	8	-4	-49	0	-0.9	6	5	-7
COc1ccc(OS(=O)(=O)CS(C)(=O)=O)cc1	11	-18	3	7	-0.1	-5	-3	-1
CC(C)(C)NC(=O)[C@@H]1C[C@@H]2CCCC[C@@H]2CN1C(=O)COc1ccc(Cl)cc1Cl	-15	-44	-20	-1	-0.5	9	2	-12
CC(C)=CCC(C#N)(CC=C(C)C)C(=O)O	9	-3	-54	2	-0.5	0	-1	-1
CC(=O)N1N=C(c2ccncc2)OC1c1cn(-c2ccccc2)nc1-c1cccs1 (stereo unspecified)	2	-2	-31	0	-0.1	-1	1	-3
COc1ccc(-c2nc(-c3cccc(C)c3)no2)cc1OC	16	97*	20	1	-0.2	-7	-5	-9
C/C(Cc1ncn(-c2cc(C)on2)n1)=N\O	4	5	-42	0	-0.4	-5	3	-6
O=C(CSc1nc2cc(Cl)ccc2o1)Nc1cc(C(F)(F)F)cc(C(F)(F)F)c1	17	-30	-1	-47	1.0	-6	2	-5
CC(=O)N1CCc2cc(S(=O)(=O)N=S(C)(=O)c3ccc(C)cc3)ccc21 (stereo unspecified)	3	8	-17	-3	-0.5	-5	0	-6
CC(C)(C)c1csc(N)n1	2	-11	3	3	0.4	-11	-3	-6
CN(C)NC(=O)NC(=O)c1ccc([N+](=O)[O-])o1	24	-4	-43	2	-0.8	1	-1	-10
CC(C)C1(C)C(=O)N=C2c3ccccc3C(=O)N21 (stereo unspecified)	-7	12	-10	-3	0.1	-1	4	-5
Cc1ccc(S(=O)(=O)NC(C)(C)C)cc1	-5	-10	14	7	1.0	-2	-5	-3
CC(=O)OC(C#N)[C@H]1O[C@@H]2OC(C)(C)O[C@@H]2[C@H]1OC(C)=O (stereo partly specified)	-13	-4	-42	1	0.1	-2	3	-3

# 3 entries from above, with two lines to a compound:
# Every second line gives: KOR antag MB | S1P1 ag | Nox1 inh | PME-1 Maybridge | NOTCH ag | TLR4-MyD88 inh | luminol inh ctr | rat GALR2 agon
C/C(Cc1ncn(-c2cc(C)on2)n1)=N\O
→ 4 | 5 | -42 | 0 | -0.4 | -5 | 3 | -6
CC(C)(C)c1csc(N)n1
→ 2 | -11 | 3 | 3 | 0.4 | -11 | -3 | -6
CC(=O)N1CCc2cc(S(=O)(=O)N=S(C)(=O)c3ccc(C)cc3)ccc21 (stereo unspecified)
→ 3 | 8 | -17 | -3 | -0.5 | -5 | 0 | -6

# (more compounds)
Compound	KOR antag MB	S1P1 ag	Nox1 inh	PME-1 Maybridge	NOTCH ag	TLR4-MyD88 inh	luminol inh ctr	rat GALR2 agon
O=C1CCc2cc(-c3csc(/N=C/NO)n3)ccc2N1	-21	-4	-47	13	-0.5	-4	10	-6
N/C(=N\NC(=O)c1ccco1)c1ccccn1	4	25	-34	-1	-0.2	14	4	-8
Cc1ccc(S(=O)(=O)NC(=O)NC2Cc3ccccc3C2)cc1	6	-1	0	1	-0.5	-7	-1	-6
Fc1cc2[nH]cnc2cc1Cl	-4	-8	-28	3	-0.9	-4	-7	-6
O=C1CCC(c2ccccc2)C(O)=C1C=Nc1ccc(Cl)cc1 (stereo unspecified)	8	5	25	6	-0.2	-10	-4	2
Cc1ccc(S(=O)(=O)NCC(O)c2ccccc2)cc1 (stereo unspecified)	4	3	-32	-2	0.1	9	-1	2
O=C(NN1CC(=O)N(c2cc(Cl)cc(Cl)c2)CC1=O)c1sccc1Cl	15	8	30	8	-0.2	7	-4	5
O=C(Sc1cccs1)C1CC2C=CC1CC2 (stereo unspecified)	-3	-6	-30	3	-5.7	2	0	-6
CCOC(=O)c1c[nH]n2c(=O)c3c(nc12)CCCC3	-5	6	28	6	0.0	4	-4	1
COc1ccc(Nc2nc(NC(=O)Nc3ccc(Cl)cc3)n[nH]2)cc1	2	-13	96*	0	-0.3	8	21	-3
C#CC(C)(CC)OC(=O)NC(=O)c1c(Cl)cccc1Cl (stereo unspecified)	-10	17	-7	3	-0.5	-1	2	-4
CSc1nc(N2CCOCC2)nc(-c2ccccc2)c1C#N	-6	-11	-45	-2	-0.2	8	-1	-4
COC(=O)c1cc(S(=O)(=O)N(Cc2ccc(OC)cc2)Cc2cccn2C)oc1C	6	-30	-18	-2	0.1	0	7	-6
O=C(CSCC(=O)Nc1ccccc1)N/N=C/c1cccs1	-3	-13	-11	2	-0.3	5	-1	-4
CN(C)/C=C(\C(=O)Nc1ccc(F)c(F)c1F)S(=O)(=O)c1ccc(Cl)cc1	-5	8	-7	-1	0.1	-4	-3	-5
CCOC(Cc1nnc(SCC(=O)Nc2ccc(Cl)cc2Cl)n1C)OCC	-27	-5	-15	-2	-0.6	-3	1	-8
COc1ccc(-n2ncc(C(=O)N3CCN(c4ccccn4)CC3)c2C)cc1	-5	-25	-5	4	nt	0	0	-7
O=C(NNC(=O)c1ccccc1CO)c1ccc(Cl)c(Cl)c1	15	-4	3	-1	0.1	1	5	-8
O=C(NCc1ccc(C(F)(F)F)cc1)c1cc2ccc3ccccc3c2s1	24	-2	-18	-20	-0.1	8	-2	10
COC(=O)C(Cc1c[nH]c2ccccc12)NS(=O)(=O)c1ccc(CNC(=O)c2ccccc2)s1 (stereo unspecified)	-17	-8	11	14	1.4	-6	-6	-6
NC(=O)N/N=C/c1ccc(-c2cc(C(F)(F)F)cc(C(F)(F)F)c2)s1	4	98*	3	-1	-0.4	7	-3	-6
O/N=C/c1cnc(-c2ccccc2)[nH]1	14	32	-44	-1	-0.6	7	3	1
C/C(=N\Oc1nc(-c2ccccc2)ns1)c1cccs1	2	78	-84	-18	-0.2	12	2	-8
O=C(Nc1ccccc1-c1ccccc1)c1cccs1	14	-11	-48	-1	0.1	7	1	-5
NNC(=O)c1nc(Cc2ccc([N+](=O)[O-])cc2)no1	17	4	17	9	-0.4	-4	1	3
CSc1sc(C(=O)Sc2ccc(Cl)cc2)c2c1C=CCC2	18	-17	9	4	-1.6	-6	0	-9
N#CC(C#N)=C1C=CC=CC=C1	10	11	-15	5	0.1	1	-4	-5
Cc1nc2c(cnn2-c2ccccc2)c(=O)n1NC(=O)Nc1ccc(Cl)c(Cl)c1	24	-4	12	-34	-0.3	-5	-6	-8
O=S1(=O)C=C(CSc2cccs2)c2cc(Cl)ccc21	6	0	-7	3	-0.6	0	3	-6
Cc1csc2c(SCC(=O)NN)ncnc12	-11	-13	40	5	0.3	1	0	-6
Clc1ccc(SCc2ccsc2-c2ncns2)cc1	0	45	-43	-6	-0.2	-1	2	-10
CC(C)(CC(=O)O)CC(=O)Nc1ccc(Br)c(C(F)(F)F)c1	-5	4	24	-1	0.9	-5	-1	-5
O=C(NC1CCCCNC1=O)c1cccnc1Oc1ccc(Cl)cc1 (stereo unspecified)	-7	-15	24	4	0.2	-9	-4	-5
O=C(Nc1ccccc1)Nc1nnc(C(F)(F)F)s1	32	109*	31	5	0.1	-25	-4	-13
CCOC(=O)c1sc(Sc2ccc(C(F)(F)F)cn2)c2c1CC(C)(C)CC2=O	23	7	-16	3	-0.2	8	-3	-5
CCN(CC)S(=O)C12CC3CC(CC(C3)C1)C2 (stereo unspecified)	2	30	-40	21	nt	8	4	-9
CCCc1c(OCCCOc2ccc3c(=O)c(-c4ccccc4)coc3c2)ccc(C(C)=O)c1O	-2	95*	-57	-8	-0.2	12	3	-10
CC(=O)NN(C)c1ccc(C(F)(F)F)cc1[N+](=O)[O-]	-1	-5	14	6	-0.5	-3	-5	-7
CC1SCC(=NOC(=O)c2ccccc2Cl)CS1 (stereo unspecified)	10	9	1	0	-0.1	-5	0	-3
Cc1ccc(Nc2ccccc2)nn1	16	9	17	2	-0.3	3	-6	-3
CSc1sc(C(=O)O)c2c1S(=O)(=O)N(C)c1ccsc1-2	-7	-2	-44	1	0.8	-1	-1	-4
Cc1ccsc1/C=C/c1ccnc(Sc2ncccc2[N+](=O)[O-])n1	-13	3	-11	2	0.1	3	0	-2
Cc1cc(Cl)ccc1Nc1sc(C(=O)c2cc3cc(Cl)ccc3o2)c(N)c1C#N	-2	-10	9	5	0.1	-13	-3	-1
O=S(=O)(c1ccc2c(c1)OCCO2)N1CCN(C(c2ccccc2)c2ccccc2)CC1	-7	8	-23	-2	-0.1	4	1	-2
O=C1C(=Cc2ccc([N+](=O)[O-])s2)C(=O)c2ccccc21	21	-1	-10	6	-0.7	-2	0	-4
O=C(c1ccc(Cl)cc1)c1cc2ccccc2o1	-11	-9	-7	-7	1.6	5	2	2
N#CCCN(CC1CCCO1)C(=S)Nc1cc(C(F)(F)F)cc(C(F)(F)F)c1 (stereo unspecified)	-12	1	7	7	-0.8	-3	-5	-8
CC(C)(C)NC(=O)Cn1ccc(C(F)(F)F)n1	7	-25	-45	-3	nt	-19	-2	-7
CN1CCN(S(=O)(=O)Cc2cccc(C(F)(F)F)c2)CC1	-10	-7	-62	1	-0.2	3	2	-2
CNC(=O)c1ccc2c(c1)CCO2	-6	-17	-15	1	-1.0	-1	-1	-6
O=C1C=CC(=O)N1c1cccc2c1CCCC2	19	6	22	3	-0.8	4	-4	-4
O=[N+]([O-])c1cc(C(F)(F)F)ccc1Nc1ncc(C(F)(F)F)cc1Cl	40	-21	-45	-1	-0.4	-1	-1	-4
Cn1nc(-c2ccc(S(=O)(=O)Oc3cccc([N+](=O)[O-])c3)s2)cc1C(F)(F)F	-28	6	8	6	-1.1	5	-1	-9
c1ccc(-c2nccnc2-c2ccccc2)cc1	13	-14	-11	0	-0.3	-2	-4	-3
CCC(=O)Nc1cc(F)ccc1C	10	-21	-14	2	-0.1	-7	-1	-3
CC1(C)Cc2cccc(C(=O)NCC3COc4ccccc4O3)c2O1 (stereo unspecified)	-28	-8	-7	7	0.1	-6	-5	-7

# The list goes on.
Compound	KOR antag MB	S1P1 ag	Nox1 inh	PME-1 Maybridge	NOTCH ag	TLR4-MyD88 inh	luminol inh ctr	rat GALR2 agon
N#Cc1nccnc1S(=O)(=O)c1cccs1	-2	61	-31	5	-0.8	-21	5	-16
COC(=O)c1cc(NC(=O)/C=C/C(=O)O)ccc1N1CCOCC1	19	2	74	1	-0.5	-1	6	-4
Cc1onc(-c2ccccc2)c1CNS(=O)(=O)c1c(Cl)nc2sccn12	-10	21	-41	5	-0.9	-12	3	0
CSc1nsc(SC)c1C(=O)Nc1nn(C)c2cccc(F)c12	-11	2	-2	3	-0.4	-1	-5	-8

# High-throughput results deposited in PubChem by The Scripps Research Institute Molecular Screening Center.
